Screening results: PubChem BioAssay, several laboratories
MEKK2mut PB1 HTS: signal of MEK5 binding to mutant human MEKK2 PB1 domain; percent response, % at 10 µM; AID 1530; actives 0.35% (n = 290,000); bead flow cytometry, Alexa488-MEK5 binding to MEKK2 mutant; in the data active means percent response above about 24%, passing the limit was not always enough; further: inactives centre near 1; some results filed as inactive read as strong as hits; reference of the scale not given here
MEKK3 PB1 HTS: MEKK3-MEK5 PB1 interaction, increase or decrease; binding response (% of control), % at 10 µM; Q99759; actives 1.4% (n = 290,000); bead-based flow cytometry, Alexa488-MEK5 binding to MEKK3; actives lie on both sides; 0 = blocked by unlabeled MEK5, 100 = vehicle;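 active means binding response more than 3 SD above or below the average of its plate-row segment, actives on both sides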;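 further: Alexa488 bead fluorescence after subtracting the streptavidin-only scavenger bead signal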
Target sequence (Q99759 whole entry, looked up): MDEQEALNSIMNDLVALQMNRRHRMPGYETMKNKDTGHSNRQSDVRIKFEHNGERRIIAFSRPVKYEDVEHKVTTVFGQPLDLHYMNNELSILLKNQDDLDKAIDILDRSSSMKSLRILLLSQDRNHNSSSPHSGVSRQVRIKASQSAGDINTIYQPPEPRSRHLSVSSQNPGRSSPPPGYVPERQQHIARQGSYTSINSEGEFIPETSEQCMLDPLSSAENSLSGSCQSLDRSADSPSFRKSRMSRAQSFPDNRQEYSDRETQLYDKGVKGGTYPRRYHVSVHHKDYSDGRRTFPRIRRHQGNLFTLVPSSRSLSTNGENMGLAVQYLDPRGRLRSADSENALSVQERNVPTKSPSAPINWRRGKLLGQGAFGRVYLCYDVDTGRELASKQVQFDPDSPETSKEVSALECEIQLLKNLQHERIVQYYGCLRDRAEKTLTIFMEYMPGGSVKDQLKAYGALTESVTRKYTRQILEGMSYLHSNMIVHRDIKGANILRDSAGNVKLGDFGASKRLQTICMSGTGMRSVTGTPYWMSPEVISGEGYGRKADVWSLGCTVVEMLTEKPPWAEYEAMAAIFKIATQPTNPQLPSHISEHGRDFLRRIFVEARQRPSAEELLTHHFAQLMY
PfM18AAP inh: blocks P. falciparum M18 aspartyl aminopeptidase. actives 1.2% (n = 290,000). AID 1822. recombinant PfM18AAP, H-Glu-NHMec fluorogenic cleavage. inhibition, % at 7.35 µM;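 active means inhibition above the campaign mean inhibition over all tested compounds plus 3 SD, cut at about 28% in these data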;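 further: 0% = plate median of test compound wells and 100% = 2 mM ZnCl2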
p-CIP stab down: p/CIP protein destabilization; Q05BA5; F442A p/CIP-EGFP cells, EGFP fluorescence, 16 h; decrease of EGFP signal, % at 10 µM; actives 0.01% (n = 290,000); AID 1984;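 active means EGFP signal decrease of at least 30% at 10 µM or well 3 SD below plate mean, unless failing retest; inactive means the rest, including hits failing retest or dose response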; further: some compounds called inactive have numbers as strong as hits; many of its hits are not listed in these tables
SUMO HTRF inh: SUMOylation inhibition | inhibition, % at 35 µM | HTRF SUMOylation assay, SAE1/SAE2 + UBC9, in vitro | AID 2006 | actives 0.36% (n = 290,000); in the data active means inhibition above about 50%, passing the limit was not always enough; further: strong numbers were not always called active
Target sequence (P63279 whole entry, looked up): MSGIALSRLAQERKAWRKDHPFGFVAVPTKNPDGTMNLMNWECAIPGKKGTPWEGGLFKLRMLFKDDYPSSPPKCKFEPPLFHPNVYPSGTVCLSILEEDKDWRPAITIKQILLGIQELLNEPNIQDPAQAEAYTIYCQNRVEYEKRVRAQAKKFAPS
MEKK2 WT-MEK5: raises or lowers MEK5 binding to wildtype human MEKK2 PB1 domain. Q9Y2U5. binding response (% of control), % at 10 µM. actives 1.1% (n = 290,000). AID 1531. bead flow cytometry, Alexa488-MEK5 binding to MEKK2 WT; actives lie on both sides; in the data active means binding response below about 67% or above about 130%
IDE cell inh: inhibitors of human insulin-degrading enzyme in cells | HEK cells, FAbetaB cleavage, fluorescence polarization | AID 434962 | inhibition, % at 5.59 µM | actives 0.41% (n = 320,000) | P14735;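 active means percent inhibition above the average of all tested compounds plus 3 SD, set per screening campaign, cut at about 16% in these data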;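 further: IDE supplied by intact live HEK cells; FP after avidin binding of uncleaved biotin substrate so inhibition keeps polarization high; 0% = DMSO wells and 100% = 60 µM reference IDE inhibitor Ii1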
NALP1 yeast inh: NALP1 inhibition; actives 0.61% (n = 280,000); S. cerevisiae NALP1/ASC/caspase-1 growth, X-gal OD620, 72 h; AID 2071; inhibition, % at 10 µM; in the data active means inhibition mostly above about 24%, no sharp cut-off; inactive means mostly below about 32%; further: some compounds called inactive have numbers as strong as hits
IDE cell activ: boosts human insulin-degrading enzyme activity in HEK cells; FAbeta-B cleavage, fluorescence polarization; 0% vehicle, 100% cell-free pure enzyme wells; activation, % at 5.96 µM; P14735; AID 493087; actives 0.073% (n = 340,000);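 active means activation above the mean of all tested compounds plus 3 SD, set per screening campaign, cut at about 17% in these data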
* hit, by the source's call; nt = no result given. Only part of the results is shown. The share of hits here may be higher or lower than overall.

SMILES | MEKK2mut PB1 HTS | MEKK3 PB1 HTS | PfM18AAP inh | p-CIP stab down | SUMO HTRF inh | MEKK2 WT-MEK5 | IDE cell inh | NALP1 yeast inh | IDE cell activ
CCCCC(C(=O)NC(C)(C)C)N(Cc1ccco1)C(=O)c1snc(C(N)=O)c1N (stereo not given) | 5 | 100 | 2 | -13 | 12 | 103 | 1 | 1 | 6
CCCOc1ccc(CC2CCC(=O)NC2=O)cc1 (stereo not given) | -1 | 92 | 0 | 2 | 5 | 97 | 5 | 19 | -4
Cc1cc(C(=O)NCC(=O)OCC(=O)N(C(C)C)C(C)C)ccc1[N+](=O)[O-] | 15 | 100 | -9 | -4 | 4 | 99 | -3 | 15 | 5
CCCCNC(=O)C(Cc1ccccc1)NS(=O)(=O)c1ccc2c(c1)c(=O)n(C)c(=O)n2C (stereo not given) | 12 | 109 | -10 | -9 | -4 | 111 | 2 | 18 | 0
CCOC(=O)C1=C(O)/C(=C\c2ccc(CNC(=O)C(=O)Nc3ccc(C)c(C)c3)o2)N=C1C | nt | nt | 9 | -4 | 4 | nt | nt | 2 | nt
Cc1ccc(-c2csc3nc(CN(C)Cc4ccccc4)[nH]c(=O)c23)cc1 | 3 | 103 | -1 | -11 | 1 | 90 | 1 | -8 | -8
CN(C)C(C)(C)C#CCC(c1ccccc1)c1ccccc1 | -1 | 97 | -2 | -5 | -5 | 102 | 4 | 64* | 3
Cc1cc(C)cc(NC(=S)N2CCCC2)c1 | 0 | 102 | 2 | -1 | -9 | 103 | nt | -11 | 2
COc1ccc(O)c(-c2cc(-c3ccccc3Cl)[nH]n2)c1 | 0 | 104 | 8 | 6 | -7 | 102 | 2 | -5 | 5
Cc1cc(C)c(NC(=O)CCCN2CCOCC2)c(C)c1 | 4 | 106 | -3 | 4 | -6 | 102 | 3 | 2 | 2
O=S(=O)(c1ccc(F)cc1)N1CCN(C(=S)NCc2ccco2)CC1 | 0 | 102 | 4 | 6 | 10 | 101 | 1 | 26 | 6
Cc1cc(S(=O)(=O)N2CCOCC2)ccc1OCC(=O)NCCN1CCOCC1 | 0 | 100 | 1 | -3 | 7 | 97 | -7 | 6 | 3
CCOC(=O)C1CCCN(C(=O)CCCn2c(=O)c3cccn3c3cccnc32)C1 (stereo not given) | 3 | 102 | 1 | -4 | 8 | 101 | 1 | -5 | 7
Cc1ccc(CSc2nc3ccccc3c(=O)n2C)cc1 | -1 | 102 | -2 | -5 | -17 | 99 | -3 | 14 | 4
S=C(NCCN1CCOCC1)Nc1ccc(Br)cc1 | 0 | 145* | -14 | -5 | 2 | 104 | 3 | -1 | -1
COc1ccc(C(C(=O)NC2CCCC2)N(C(=O)c2snc(-c3ccc(F)cc3)c2N)c2ccc(F)cc2)cc1 (stereo not given) | -4 | 100 | -15 | -2 | 27 | 94 | 2 | -1 | -3
CCc1ccc(OCC(=O)c2c(O)c3ccccc3oc2=O)cc1 | -1 | 103 | 0 | -4 | 7 | 100 | 6 | 1 | 10
Cc1ccc(OCC(=O)N/N=C\c2c(C)[nH]n(-c3ccccc3)c2=O)c([N+](=O)[O-])c1 | 0 | 82 | 9 | 11 | -60 | 97 | 4 | 4 | 1
Cc1ccc(OCc2cc(C(=O)N(C)CCc3ccccc3)no2)cc1C | 1 | 102 | -1 | -12 | -11 | 104 | -3 | 29 | 0
CCCc1nn(C)c(C(=O)Nc2cccc(C)c2)c1Cl | -1 | 95 | 2 | 0 | -20 | 94 | 1 | 46* | 3

Records listed so far that bear a hit mark in NALP1 yeast inh:
SMILES | MEKK2mut PB1 HTS | MEKK3 PB1 HTS | PfM18AAP inh | p-CIP stab down | SUMO HTRF inh | MEKK2 WT-MEK5 | IDE cell inh | NALP1 yeast inh | IDE cell activ
CN(C)C(C)(C)C#CCC(c1ccccc1)c1ccccc1 | -1 | 97 | -2 | -5 | -5 | 102 | 4 | 64* | 3
CCCc1nn(C)c(C(=O)Nc2cccc(C)c2)c1Cl | -1 | 95 | 2 | 0 | -20 | 94 | 1 | 46* | 3

Remaining list, next part.
SMILES | MEKK2mut PB1 HTS | MEKK3 PB1 HTS | PfM18AAP inh | p-CIP stab down | SUMO HTRF inh | MEKK2 WT-MEK5 | IDE cell inh | NALP1 yeast inh | IDE cell activ
O=C(NCc1ccc(Cl)cc1)C1CCCCN1S(=O)(=O)c1ccccc1 (stereo not given) | -4 | 98 | -2 | -11 | 11 | 92 | -4 | 23 | -2
O=C(O)c1ccc(Cl)c(S(=O)(=O)NCc2ccco2)c1 | 4 | 94 | 0 | 2 | 4 | 99 | 3 | 25 | 0
Cc1ccc(OCCCC(=O)N2CCOCC2)c(C)c1 | 9 | 108 | -8 | -8 | 22 | 112 | 3 | 12 | 3
COc1cc(CN2CCC(Cc3ccccc3)CC2)cc(OC)c1OC | 6 | 105 | 2 | 0 | 2 | 117 | nt | 22 | 10
Cc1ccccc1NC(=O)c1sc(NC(=O)C2CC2)nc1C | -2 | 101 | -11 | -15 | 11 | 97 | -5 | -91 | 5
Cc1ccc(N(C)S(=O)(=O)c2ccc3[nH]cc(C(=O)NCCCN4CCOCC4)c(=O)c3c2)cc1C | 5 | 102 | 4 | -2 | nt | 111 | 1 | 24 | 3
COC(=O)[C@H](Cc1ccccc1)NC(=O)c1ccc2ccccc2n1 | -2 | 103 | 9 | -2 | -12 | 103 | -1 | 6 | 4
Cc1cccc(C(=O)NNC(=O)CSc2nnc(C3CC3)n2C)c1 | 3 | 100 | 5 | -20 | -3 | 102 | 3 | -4 | 6
CNc1c(NS(=O)(=O)c2ccc3c(c2)CCCC3)c(=O)oc2ccccc12 | 0 | 102 | -8 | -27 | 25 | 104 | -7 | 14 | 4
Cc1ccccc1NC(=O)C1CCCN(c2nnc(N3CCCC3=O)s2)C1 (stereo not given) | 3 | 100 | -6 | -5 | 10 | 97 | -4 | -60 | -7
CCN(CC)c1ccc(S(=O)(=O)N2CCOCC2)cc1NC(=O)CN1CCc2ccccc2C1 | -3 | 104 | 1 | 17 | -30 | 97 | 7 | 34 | -7
CN(C)c1ccc(N=Nc2ccccc2C(=O)OCC(=O)N2CCCCCC2)cc1 | -2 | 92 | -4 | 4 | -29 | 90 | 4 | 34 | 2
CCN1CCN(C(=S)Nc2ccc([N+](=O)[O-])cc2)CC1 | 6 | 108 | 2 | -3 | 8 | 114 | 3 | 37 | 3
CCCCSc1nc2sc3c(c2c(=O)[nH]1)CC(C)(CC)OC3 (stereo not given) | 3 | 105 | -1 | 9 | 4 | 102 | 2 | -18 | -1
CCN(CC)C(=O)COc1coc(CN2CCN(c3ccccc3)CC2)cc1=O | -3 | 103 | -11 | -12 | -5 | 100 | 0 | 31 | 12
CCc1nnc2c(N(C)S(=O)(=O)c3ccc(C)cc3)nc3ccccc3n12 | -1 | 99 | 0 | -7 | 8 | 96 | 2 | 13 | 6
COc1ccc(/C=C/C(=O)ONC2=NCCCCC2)cc1OC | -3 | 100 | 1 | -7 | 27 | 98 | -1 | -26 | 2
Nc1cc(=O)[nH]c(=O)n1CC1CC1 | 8 | 106 | -5 | -15 | 4 | 101 | -9 | 12 | 5
Cc1nn(C(=O)c2cccc([N+](=O)[O-])c2)c(C)c1Br | 2 | 100 | 2 | 4 | -20 | 104 | 3 | 18 | -2
O=C(O)CCc1nn2c3ccccc3n(CCO)c2nc1=O | 1 | 104 | -3 | -1 | 46 | 106 | -7 | 10 | 7
O=C(NCCN1CCN(c2ccccc2Cl)CC1)Nc1ccccc1 | 2 | 104 | -2 | -10 | -3 | 107 | 0 | 18 | -1
Cc1cccc(NC(=O)CN2C(=O)c3ccccc3C2=O)c1C | -2 | 110 | -2 | 4 | 10 | 105 | -5 | 4 | -1
O=C(O)Cn1cnc2ccccc2c1=O | -1 | 92 | 7 | -5 | 22 | 97 | 1 | -1 | 3
CCCCCn1c(=O)[nH]c2cc(C(=O)N3CCN(Cc4ccc5c(c4)OCO5)CC3)ccc2c1=O | -20 | 89 | -1 | -21 | 12 | 90 | 5 | 17 | 6
C=CCNC(=O)c1ccc(C)c(Br)c1 | 11 | 112 | -3 | -7 | -14 | 106 | 2 | 26 | 1
CSc1cccc(CN2CCN(CCc3ccccc3)C(CCO)C2)c1 (stereo not given) | -2 | 99 | -4 | -10 | 0 | 98 | 1 | 15 | -3
O=C(Nc1ccc(S(=O)(=O)Nc2ncccn2)cc1)c1ccco1 | 5 | 104 | -8 | 0 | -5 | 114 | -1 | 0 | 5
Cc1nc(-c2nc(-c3c(C(=O)NN)noc3C)cs2)cs1 | 6 | 147* | 13 | 9 | 6 | 122 | 0 | -10 | 7
COc1ccc(C(CCO)NC(=O)c2cccs2)cc1OC (stereo not given) | 0 | 100 | -3 | -12 | 16 | 96 | 4 | 12 | 5
Cc1cc(C)cc(NC(=O)C(=O)NCc2ccccn2)c1 | 0 | 108 | 7 | -6 | -1 | 101 | -2 | 13 | 3
Cc1ccc(Nc2nc(NCCO)nc3c2cnn3C)cc1Cl | 11 | 107 | 5 | -7 | -6 | 110 | 5 | 14 | 0
COc1cc(S(=O)(=O)NCCN2CCOCC2)c(OC)cc1Cl | 5 | 108 | -13 | -1 | 11 | 111 | 3 | 8 | 12
CC(=O)c1ccc(OCC(=O)N2CCN(S(=O)(=O)c3ccc(C)cc3C)CC2)cc1 | 4 | 99 | -2 | -42 | 4 | 104 | -3 | 4 | 6
Cc1cccc2sc(N(CCCN(C)C)C(=O)COc3ccc(Cl)cc3)nc12 | 53* | 105 | -5 | 2 | -5 | 191* | 6 | 21 | 16
COCC1CCCCN1C(=O)c1ccc(OC)c(OC2CCN(C(C)C)CC2)c1 (stereo not given) | 0 | 101 | -3 | 4 | nt | 98 | 0 | 29 | 2
O=C(CS(=O)(=O)Cc1ccccc1)Nc1ccc(Br)cc1F | 8 | 107 | 5 | -15 | 5 | 109 | -3 | 10 | 1
Cc1ccccc1C(=O)Nc1ccc(Br)c(C)n1 | 4 | 97 | 2 | 4 | 13 | 100 | 2 | -1 | 2
COc1ccccc1C(OC(=O)c1ccco1)C(=O)NC(C)(C)C (stereo not given) | -2 | 91 | -10 | -18 | 15 | 100 | 4 | -6 | 3
CC(=O)N1CCN(c2ccccc2NC(=O)c2cccc3c(Cl)cccc23)CC1 | 6 | 102 | -4 | 2 | -3 | 100 | nt | 2 | 2
Cc1ccc(Cc2cnc(N3C(=N)SC(C)C3=O)s2)cc1 (stereo not given) | 2 | 99 | -5 | -6 | -50 | 98 | -1 | 7 | 4
CCC(c1nnnn1CCC(C)C)N1CCC(C(N)=O)CC1 (stereo not given) | 0 | 102 | -14 | 4 | 15 | 104 | 2 | 20 | 4
Cc1ccc(NC(=O)C(C)Sc2nnc(-c3cccnc3)o2)cc1 (stereo not given) | 3 | 105 | 3 | 6 | 9 | 108 | -4 | 1 | 4
COc1cccc(-c2c(NC(C)=O)n(C)c3ccccc3c2=O)c1 | 9 | 105 | 1 | -8 | 10 | 110 | 5 | 9 | 2
CCOC(=O)C(=N/O)/C(C)=N/NC(=O)C(=O)Nc1cc(Cl)ccc1Cl | -8 | 91 | 10 | -7 | 5 | 96 | 7 | -25 | 4
CC(=O)Nc1cccc(OCCCNS(=O)(=O)c2ccc(F)cc2)c1 | 1 | 101 | 8 | 3 | 12 | 97 | -2 | 6 | 7
O=C(c1cc(C2CC2)on1)N1CCN(C(c2ccccc2)c2ccccc2)CC1 | 1 | 100 | 2 | -17 | -2 | 97 | 0 | 30 | 3
